IkB sig inh = suppresses IkB signaling in ABC-DLBCL reporter cells | ABC-DLBCL IkBa-CBG/CBR dual luciferase ratio, 4 h; response scale: scaled: untreated 0%, proteasome inhibitor 100% | Potency, µM (highest dose often 57.1 µM), without a hit: at the top dose IkBa stabilization activation | hit rate 0.04% among 110,000; active = well fitted curve in the direction sought with a large enough effect in the signal ratio, not every such curve was filed as active; inconclusive = small, poorly fitted or top-dose-only effect, or a change in a side signal; the % refers to the signal ratio;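 also: the direction sought is a rising ratio; 0% = basal untreated cells and 100% = reference inhibitor full response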
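Curves were fitted separately to fusion (green), unfused (red) and ratio luminescence, then classed by r2, magnitude and activity. Cells: OCI-Ly3, 4 h compound plus doxycycline at 37C; 10 uM MG-132 defined full response.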
p53ts 32C tox = p53ts cell cytotoxicity, permissive temperature | H1299-p53A138V at 32C, ATP luminescence viability, 24 h | Potency, µM (series often up to 46.1 µM), for the others: at the highest dose activity change, negative = cytotoxicity, usual class: cytotoxic | hit rate 0.93% among 130,000;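 also: 0% = DMSO and -100% = full killing by reference compound; nearly all actives have a fitted effect of over 55% in size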
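Viability by ATPlite luminescence after 24 h compound treatment (up to 46 uM) at the permissive 32C. Cells are H1299 carrying p53 A138V. Scale runs from DMSO basal to 100 uM tamoxifen as full kill; AC50 from Hill fits.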
Peg3 imprint = induces erasure of genomic imprints in mouse ES cells; mouse ES Peg3-LacZ reporter, beta-gal luminescence, 40 h; Potency, µM (titrated, usually from 60.7 µM), for the others: at the top dose activity change, positive = activation, actives largely listed as activators; hit rate 0.02% among 110,000; AID 1948;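 also: 0% = negative control wells on the plate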
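Each well holds 300 Peg3LacZ-Neo (maternal) female ES cells incubated 40 h at 37C, 5% CO2. LacZ is measured by BetaGlo luminescence, with AC50 and maximum efficacy derived from dose-response curves.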
p53ts 39C tox = p53ts cell cytotoxicity, nonpermissive temperature | H1299-p53A138V viability at 39C, ATP luminescence, 24 h | hit rate 1.5% among 130,000 | Potency, µM (titrated, usually from 46.1 µM), inactives show at the highest dose activity change, negative = cell killing, hits mostly cytotoxic; also: nearly all actives have a fitted effect of over 55% in size
An asterisk follows results filed as active; u = inconclusive; x = no result given; [ ] = dose if it differs, or a comment. Unless noted, calls follow the shape of the dose curve; as a rule, active = well fitted curve in the direction sought with a large enough effect; inconclusive = small, poorly fitted or top-dose-only effect, or another doubt; inactive = no such curve, though single readings can be large; an effect the other way counts as inactive or inconclusive. Unless noted, % is scaled to controls: 0 for no effect and ±100 for the full control effect; potency is read from the fitted curve at half-maximal effect.

SMILES | IkB sig inh | p53ts 32C tox | Peg3 imprint | p53ts 39C tox
CC1CN(C(=O)CN2C(=O)c3ccccc3S2(=O)=O)CC(C)O1 (configuration not stated) | -0.2% | -10% | -6% | -2%
O=C(CSc1ncnc2c1cnn2-c1ccccc1)Nc1ccccc1 | 5.9% | -27% | x | u
CC(C)NC(=O)C(=O)NNC(=O)C12CC3CC(CC(C3)C1)C2 | x | 3% | x | 4%
C=C1C2CC[C@@]3(C)C(c4ccoc4)OC(=O)C[C@@]13OC1CC(=O)C(C)(C)C(C(O)C(=O)OC)[C@]12C (some centres not stated) | x | 7% | -13% | -6%
CCOc1ccc(NC(=O)c2c(NCc3cccs3)sc3c2CCC(C)C3)cc1 (configuration not stated) | u | -3% | -8%[10.9 µM] | 3%
O=C(CNC(=O)c1ccco1)Nc1cc(Cl)ccc1N1CCOCC1 | 0.4% | 4% | -9% | -11%
O=C(CSc1ncnc2sc3c(c12)CCCCC3)NCc1ccco1 | u | -2% | -22% | -5%
Cc1ccc(C2NC(=O)c3c(sc4c3CCN(C)C4)N2)o1 (configuration not stated) | -2.1% | 3% | -9% | 13%
Clc1ccc(Cn2nnc(-c3ccc(CN4CCOCC4)cc3)n2)cc1 | 5.4% | 5% | 2% | 4%
COc1ccc(N/C(N)=N/c2nc(CSc3ccc(C)cc3)cc(=O)[nH]2)cc1 | -2.3% | -2% | -13% | 3%
CCn1c(Cc2ccccc2)nnc1SCC(=O)NC1CC1 | x | -2% | x | -1%
COC(=O)c1ccc(NC(=O)CN2CCCC2)cc1 | 1.5% | -21% | -1% | -2%
CC(C)(C)C(=O)Nc1ccc(-c2nc3ccccc3s2)cc1 | -0.7% | 0.32µM* | -74%[inhibitor][10.9 µM] | 0.32µM*
Cc1ccc(NC(=O)COc2ccc(-c3nn(C)c(=O)c4ccccc34)cc2)c(C)c1 | u | -1% | -16%[10.9 µM] | -8%
CCc1ccc(C(=O)NC2CCCCC2)s1 | x | u | x | -28%
O=C(N/N=C1\CCCc2ccccc21)c1ccc([N+](=O)[O-])cc1 | x | -11% | x | -4%
COc1cc(NC(=O)C2CCN(c3nc4ccccc4nc3C(F)(F)F)CC2)cc(OC)c1 | 0.7% | -3% | -8%[10.9 µM] | -17%
CS(=O)(=O)N1CCCC(C(=O)NCc2ccco2)C1 (configuration not stated) | 1.7% | -13% | -16% | 6%
CCOC(=O)c1ccc(CNC(=O)c2cc3cccc(OC)c3oc2=O)o1 | 5.6% | -6% | -11% | -1%
Cc1ccccc1S(=O)(=O)Cc1ccc(C(=O)N2CC(C)CC(C)C2)o1 (configuration not stated) | -2.8% | 13% | -20% | 1%
CC(C)NC(=O)N(O)C1N(Cc2ccc3c(c2)OCO3)C(=S)SC1(C)C (configuration not stated) | 2.5% | 2% | -7% | 7%
CC(=O)Nc1ccc(Cl)c(C(N)=O)c1 | -1.3% | 0% | -4% | 11%
CC(C)CNC(=O)c1cccc(NC(=O)c2ccc(NC(=O)c3ccco3)cc2)c1 | -0.1% | -5% | 10% | 8%
CCOC(=O)c1c(S(=O)(=O)N2CCC(C(=O)Nc3ccc(OCC)cc3)CC2)c(C)n(C)c1C | -1.7% | 2% | 5%[10.9 µM] | u
COc1cccc(-n2nnnc2SCC(=O)c2ccc(NC(C)=O)cc2)c1 | 3.9% | 14% | x | -2%
New compounds follow.
SMILES | IkB sig inh | p53ts 32C tox | Peg3 imprint | p53ts 39C tox
Cc1noc(C)c1S(=O)(=O)N(CC(=O)N1CCc2ccccc21)c1ccc(C(C)C)cc1 | 2.6% | 5% | 4% | 12%
CCN(CC)CC(=O)N1c2ccccc2Sc2ccc(Cl)cc21 | x | -3% | x | -9%
COc1ccc(Br)cc1S(=O)(=O)N(CC(=O)N1CCOCC1)c1ccccc1 | x | 7% | x | -2%
CCCCn1c(CNC(=O)CC)nc2ccccc21 | 2.0% | 10% | -7% | 6%
CN1CCN(C2=Nc3ccccc3Oc3ccc(Cl)cc32)CC1 | 1.0%[25.6 µM] | 4% | -2% | 4%
COc1ccc(CCNC(=O)c2cc(=O)c3c(C)cc(C)cc3o2)cc1OC | -0.8% | -3% | -5%[10.9 µM] | -4%
CCOC(=O)c1c(C)oc2nc(C)nc(Nc3ccc(C)c(Cl)c3)c12 | -1.6% | -5% | 3%[10.9 µM] | -10%
C/C(CC(O)c1ccc2ccccc2n1)=N/O (configuration not stated) | -1.2% | -16% | -22% | -7%
COCC(=O)Nc1sc2c(c1C(=O)OC)CCCC2 | -1.9% | -2% | -12% | -3%
N#CCc1ccc(NC(=O)Nc2cccc(Cl)c2)cc1 | -0.9% | 2% | -24% | -3%
COc1ncc2nc(-c3cn(C)c4ccccc34)c(=O)n(CCc3ccccc3)c2n1 | 0.9%[11.4 µM] | 4% | -2% | -2%
c1ccc(-c2cc3c(nn2)CCc2nonc2-3)cc1 | 1.4% | 4% | -12% | 11%
Cc1cc(C)c2c(NC(=O)c3ccccc3Cl)c(C(=O)NCc3ccc(Cl)cc3)sc2n1 | 5.2% | u | -10%[10.9 µM] | 2.5µM*
O/N=C1\CC/C(=N\O)c2nn(-c3ccccc3Cl)nc21 | -1.4% | 9% | -21% | -6%
N#Cc1cccc(NC(=O)N2CCCC3(CCN(C(=O)c4cccc(F)c4)CC3)C2)c1 | -1.0%[11.4 µM] | -4% | x | -2%
O=C(CN1C(=O)CSc2ccccc21)NCCC1=CCCCC1 | -0.6% | 1% | -12% | 7%
Cc1cc(C)c2c(n1)SCC(=O)N2CC(=O)Nc1cccc(C)c1C | 0.1% | 4% | -8%[10.9 µM] | -14%
COc1ccc(CN(CC(=O)NCC2CCCO2)C(=O)CNS(=O)(=O)c2ccc(C)cc2)cc1 (configuration not stated) | 2.5% | -2% | 0% | 8%
CCOc1ccccc1-c1nc(Cn2c(=O)cc(C)c3c(C)nn(-c4ccccc4)c32)c(C)o1 | -2.5% | 10% | 9%[10.9 µM] | -10%
COc1ccc(CC(NC(C)=O)C(=O)N2CCN(C(=O)Nc3ccc(Cl)cc3)CC2)cc1OC (configuration not stated) | 1.4% | -4% | -5% | 3%
CCOc1ccccc1N(CC(=O)OC)S(C)(=O)=O | -0.7% | 5% | -4% | 10%
Cc1ccccc1Cn1cc(CCC(=O)NC(C)c2ccccc2)c2ccccc21 (configuration not stated) | u | -4% | -15%[10.9 µM] | -10%
O=C(CCSc1ccccc1)N1CCOCC1 | 2.1% | -5% | -77%[inhibitor] | -1%
c1csc(CNc2ncnc3ccc(-c4ccoc4)cc23)c1 | -0.6%[11.4 µM] | 2% | -17% | -7%
CCOC(=O)c1cc(-c2ccccc2)n(CC(=O)NCc2ccc(C)cc2)c1C | 0.1% | 5% | -13%[10.9 µM] | 19%

Overlap with the part before: seven entries; new compounds follow.
SMILES | IkB sig inh | p53ts 32C tox | Peg3 imprint | p53ts 39C tox
CCOc1ccccc1-c1nc(Cn2c(=O)cc(C)c3c(C)nn(-c4ccccc4)c32)c(C)o1 | -2.5% | 10% | 9%[10.9 µM] | -10%
COc1ccc(CC(NC(C)=O)C(=O)N2CCN(C(=O)Nc3ccc(Cl)cc3)CC2)cc1OC (configuration not stated) | 1.4% | -4% | -5% | 3%
CCOc1ccccc1N(CC(=O)OC)S(C)(=O)=O | -0.7% | 5% | -4% | 10%
Cc1ccccc1Cn1cc(CCC(=O)NC(C)c2ccccc2)c2ccccc21 (configuration not stated) | u | -4% | -15%[10.9 µM] | -10%
O=C(CCSc1ccccc1)N1CCOCC1 | 2.1% | -5% | -77%[inhibitor] | -1%
c1csc(CNc2ncnc3ccc(-c4ccoc4)cc23)c1 | -0.6%[11.4 µM] | 2% | -17% | -7%
CCOC(=O)c1cc(-c2ccccc2)n(CC(=O)NCc2ccc(C)cc2)c1C | 0.1% | 5% | -13%[10.9 µM] | 19%
CN1C(=O)c2ccccc2Sc2ccc(NC(=O)NCc3ccccc3Br)cc21 | 0.6% | 3% | -10%[10.9 µM] | -15%
CCOc1ccc(/C=C(\C#N)c2nc3ccccc3c(=O)[nH]2)cc1OC | -1.6% | -4% | -4%[10.9 µM] | 7%
CC1Cn2c(nnc2-c2ccccc2O)S1 (configuration not stated) | 0.2% | 8% | 1% | 6%
Cc1noc(C)c1-c1ccc2ncnc(NCCN3CCOCC3)c2c1 | 3.0%[11.4 µM] | 5% | -7% | -8%
COC(=O)c1c(-c2cccs2)csc1NC(=O)c1cc(OC)c(OC)c(OC)c1 | u | -9% | 7%[10.9 µM] | -27%
O=C(NCC1CCCO1)c1ccc(Cl)c(F)c1F (configuration not stated) | 0.3% | 2% | x | -5%
Cn1c(=O)c2c(SCC(=O)N3CCc4ccccc43)nc(-c3ccc(Cl)cc3)nc2n(C)c1=O | 2.7% | 8% | -7%[10.9 µM] | 3%
O=C(c1ccccc1F)N1c2nc(-c3ccco3)nn2C2(CCCCC2)[C@@H]2CCCC[C@@H]21 | u | 13% | -11%[10.9 µM] | -7%
CCCCNc1nc2c(c(=O)n(C)c(=O)n2C)n1Cc1cccc(OC)c1 | x | 9% | x | -2%
CCCOc1ccccc1C(=O)N(Cc1cccs1)C1CCS(=O)(=O)C1 (configuration not stated) | -1.3% | -4% | -5% | 4%
Cc1ccc(C)n1-c1nnc(N2CCCC(C(=O)NCc3cccc(F)c3)C2)s1 (configuration not stated) | 4.1% | 4% | -10%[10.9 µM] | -1%
COC(=O)CC1=Nc2ccccc2NC(=O)C1 | -1.4% | 8% | 5% | 6%
CCN(CC)S(=O)(=O)c1ccc2c(c1)N(CC(=O)N1CCN(c3cccc(C(F)(F)F)c3)CC1)C(=O)CO2 | 4.0% | 17% | -12%[10.9 µM] | 4%
CC1Oc2ccccc2N(Cc2ccccc2F)C1=O (configuration not stated) | 0.2% | -10% | -5% | -8%
Cc1cccc(-c2nc(SCC(=O)Nc3cccc(C(F)(F)F)c3)n3[nH]c(=O)cc3n2)c1 | u | 3% | -5%[10.9 µM] | -11%
COc1ccc(NC(=O)Nc2ccc(OCC(=O)N3CCOCC3)cc2)cc1OC | 0.0% | u | 2% | u
COc1ccc(S(=O)(=O)N2CCC(C(=O)Nc3ccc(Oc4ccccc4)cc3)CC2)cc1OC | u | -12% | -13%[10.9 µM] | -17%
CCCn1c(C)nc2c(NCC3CCCN3CC)nc(C)nc21 (configuration not stated) | x | 4% | -12% | -1%
O=C(c1ccc(CNc2c(N3CCCC3)c(=O)c2=O)cc1)N1CCc2ccccc2C1 | -0.7% | 14% | -17% | 2%
CCN(C(=O)CCn1cnc2onc(-c3ccc(F)cc3)c2c1=O)c1ccc(OC)cc1 | -1.6% | 21% | -8%[10.9 µM] | 10%
COC(=O)[C@@H](NC(=O)NCc1cccs1)C(C)C | 3.2% | 11% | 13% | 13%
COc1ccc(F)cc1S(=O)(=O)N1CCCN(S(=O)(=O)c2cc(F)ccc2OC)CC1 | 4.3% | -3% | -11% | -9%
C[C@H]1CC[C@@H]2[C@@H](C)[C@H]3[C@H](C[C@H]4[C@@H]5CC=C6C[C@@H](O[C@]7(O[C@H]8O[C@@H](C)[C@@H](O)[C@@H](O)[C@@H]8O)C[C@@H](O[C@@H]8O[C@H](CO)[C@@H](O)[C@H](O)[C@@H]8O)[C@@H](O)[C@H](CO)O7)CC[C@]6(C)[C@H]5CC[C@@]34C)N2C1 | -1.8%[25.6 µM] | -18%[20.6 µM] | u | -24%[20.6 µM]
CN(C)CCNC(=O)COc1cccc(Cl)c1 | 0.4% | -2% | 0% | 3%
CCS(=O)(=O)CCSc1nc2c(cc1C#N)CCCC2 | 2.4% | 4% | 2% | 8%
Cc1ccccc1-c1nc(CS(=O)(=O)CC(=O)N2CCc3ccccc3C2)c(C)o1 | 6.6% | -4% | -20% | -7%
O=C(c1ccc2c(=O)n(C3CCCC3)c(=S)[nH]c2c1)N1CCN(C2CCCCC2)CC1 | -2.1% | -2% | -9% | 3%
CCCCn1c(CNC(=O)c2ccc(OC)cc2)nnc1SCC(=O)Nc1ccccc1 | u | 8% | -11%[10.9 µM] | -5%
CCOc1ccc(CCNC(=O)CN2C(=O)COc3ccc(S(=O)(=O)N4CCCCCC4)cc32)cc1 | u | -2% | -7%[10.9 µM] | -1%

Entries of single compounds, looked up by structure. Screens in order: IkB sig inh | p53ts 32C tox | Peg3 imprint | p53ts 39C tox
`O=C(CNC(=O)c1ccco1)Nc1cc(Cl)ccc1N1CCOCC1` reads 0.4% | 4% | -9% | -11%
`N#Cc1cccc(NC(=O)N2CCCC3(CCN(C(=O)c4cccc(F)c4)CC3)C2)c1` reads -1.0%[11.4 µM] | -4% | x | -2%

Bioassay records deposited in PubChem BioAssay by National Center for Advancing Translational Sciences (NCATS).
